Calpain2 inh – inhibitors of pig calpain II, primary screen, biochemical, fluorogenic peptide substrate, 1536-well | purified calpain II, 30 min | inhibition, % at 16 µM | actives 0.37% (n = 220,000);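 active = inhibition above about 50%, limit read from the data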
L929 necroptosis – inhibitors of zVAD-triggered necroptosis, primary screen, L929 cells. L929 zVAD necroptosis rescue, ATP luminescence, 24 h; with zVAD 60 µM. actives 0.38% (n = 220,000). viability rescue, % at 10 µM;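 active = activation, scaled between plate controls, above about 75%, limit read from the data; inactive = activation under that limit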;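 also: 0% = zVAD with DMSO and 100% = DMSO alone without zVAD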
Rad51 HR inh – human RAD51 strand exchange inhibitors, primary screen, biochemical, fluorescence. actives 0.085% (n = 200,000). hRad51 DNA strand exchange, fluorescence dequenching. inhibition, % at 10 µM;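 active = inhibition above 40% at the single screening dose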;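 also: 0% = DMSO control wells and 100% = blanks with heterologous ssDNA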
Target sequence (Q06609 whole entry, looked up): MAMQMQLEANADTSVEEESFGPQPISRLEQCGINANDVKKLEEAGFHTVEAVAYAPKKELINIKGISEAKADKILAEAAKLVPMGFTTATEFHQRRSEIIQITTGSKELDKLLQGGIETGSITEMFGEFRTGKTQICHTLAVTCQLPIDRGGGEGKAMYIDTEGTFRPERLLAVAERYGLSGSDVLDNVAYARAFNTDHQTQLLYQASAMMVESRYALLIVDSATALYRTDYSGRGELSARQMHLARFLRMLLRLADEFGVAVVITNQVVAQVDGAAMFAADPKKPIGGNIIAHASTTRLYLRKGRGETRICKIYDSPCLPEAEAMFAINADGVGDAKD
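Test system – preformed human Rad51 ssDNA filaments · Reagent – Donor/quencher-labelled 47-bp dsDNA substrate · Incubation – 37 °C 15-min filament assembly, 30-min compound preincubation, 15-min exchange · Signal – FRET fluorescence dequenching, excitation 485 nm, emission 520 nm · Read-out – percent inhibition from fluorescence, normalised to plate control and blank means · Benchmarks – plate control and blank wells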
Mdm2 ligase inh – MDM2-luciferase reporter signal enhancers, primary screen, MDM2 E3 ligase inhibitor project, cell-based, luminescence, 1536-well; AID 1230, 2008; signal enhancement, % at 5 µM; actives 0.11% (n = 210,000); cell-based MDM2 ubiquitination luciferase reporter, 2 h; 0 = plate control, 100 = twice control, blank-subtracted;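 active = signal enhancement of 30% or more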;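 also: luminescence tracks abundance of the self-degrading MDM2-luciferase fusion protein; higher signal means inhibition of MDM2 E3 ligase activity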
Target sequence (Q00987 whole entry, looked up, the tested form may be a part): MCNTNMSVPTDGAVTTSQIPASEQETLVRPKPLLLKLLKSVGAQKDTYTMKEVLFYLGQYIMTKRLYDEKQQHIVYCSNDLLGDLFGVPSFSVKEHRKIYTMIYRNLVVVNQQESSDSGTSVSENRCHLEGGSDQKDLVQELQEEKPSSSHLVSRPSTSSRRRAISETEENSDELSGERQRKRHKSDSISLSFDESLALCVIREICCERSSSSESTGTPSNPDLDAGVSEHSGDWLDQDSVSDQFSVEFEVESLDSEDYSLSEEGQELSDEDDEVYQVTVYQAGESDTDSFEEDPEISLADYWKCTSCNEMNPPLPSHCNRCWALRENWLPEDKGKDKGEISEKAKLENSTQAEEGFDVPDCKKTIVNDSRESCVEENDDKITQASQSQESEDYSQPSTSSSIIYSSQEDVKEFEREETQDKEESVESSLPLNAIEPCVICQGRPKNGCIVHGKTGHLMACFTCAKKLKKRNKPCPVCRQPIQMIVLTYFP
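Test system: stable mammalian line carrying autodegrading MDM2–luciferase fusion reporter; quantity: 2000 cells in each well; times: 4 h cell settling then 2 h compound exposure, 37 °C; detection: luminescence with SteadyLite reagent, 15 min at room temperature; evaluation: percent signal gain over controls, blank-subtracted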
TNF necrop inh – inhibitors of TNF-alpha triggered necroptosis, primary screen, cell-based, Jurkat FADD-/-, single concentration | Jurkat FADD-/- TNF necroptosis rescue, ATP luminescence, 24 h; 0 = TNF only, 100 = no-TNF cells | activation (protection from cell death), % at 10 µM | actives 0.068% (n = 220,000);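 active = activation, meaning protection from cell death, of at least 50% relative to plate controls; inactive = activation below 50%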;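 also: necroptosis triggered by 40 ng/mL TNF-alpha added together with compound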
eIF4E-4G inh – eIF4E–eIF4G protein interaction inhibitors, primary screen, biochemical, uHTS, TR-FRET, eIF4GI fragment; Eukaryotic translation initiation factor 4E (Mus musculus) + Eukaryotic translation …; TR-FRET eIF4E-eIF4GI(517-606) binding, 2 h; inhibition, % at 21.7 µM; actives 0.37% (n = 220,000); AID 782, 2007;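 active = inhibition above about 30%, limit read from the data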;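 also: 0% = full FRET control wells and 100% = background wells lacking eIF4GI fragment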
PERK inh – block of dimerizer-induced PERK translation repression, primary screen, PERK inhibitor project, CHO PERK-DD cells, SEAP luminescence, HTS; Eukaryotic translation initiation factor 2-alpha kinase 3 (Homo sapiens), Q9NZJ5; CHO PERK-DD fusion, SEAP luminescence translation reporter; inhibition, % at 5.6 µM; actives 0.17% (n = 220,000); AID 1416, 2008;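 active = inhibition above the mean inhibition of all tested compounds plus 3 SD, set separately per screening campaign, cut at about 2.9% in these data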;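 also: PERK kinase domain activated by AP20187 dimerizer at 100 nM; 0% = DMSO with dimerizer and 100% = rapamycin at 8.4 µM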
Cl transport mod – KCC2 cotransporter modulators, thallium flux, primary screen, cell-based, HEK293 KCC2, FluoZin-2 fluorescence, MLSMR; actives 2.2% (n = 190,000); KCC2 cells, thallium flux FluoZin-2 fluorescence; B-score of Tl+ flux slope (higher = more flux/activation; lower = inhibition) at 10 µM; Solute carrier family 12 member 5 (Homo sapiens), Q9H2X9;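 active = thallium flux slope and its plate-corrected score both differing from the plate sample mean at a set confidence after two filtering rounds, in either direction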;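 also: slope of fluorescence scaled to starting intensity during 10 to 20 s after thallium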
EBV gp42 block – Epstein-Barr virus gp42 inhibitors, primary screen, biochemical, uHTS, fluorescence polarization | Glycoprotein 42 (Epstein-Barr virus (strain AG876)), Q1HVG2 | Fluorescence polarization binding assay, mP read-out | inhibition, % (tested at 21.74 µM) | actives 0.42% (n = 220,000); in the data active = inhibition above about 50%
Target sequence (Q1HVG2 whole entry, looked up): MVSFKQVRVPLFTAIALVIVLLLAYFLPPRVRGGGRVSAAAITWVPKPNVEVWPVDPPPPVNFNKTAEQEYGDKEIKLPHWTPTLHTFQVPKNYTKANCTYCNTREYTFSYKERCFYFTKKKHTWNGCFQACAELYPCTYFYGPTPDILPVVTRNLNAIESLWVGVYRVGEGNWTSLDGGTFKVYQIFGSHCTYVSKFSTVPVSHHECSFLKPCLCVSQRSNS
The depositor's hits bear a star; i = inactive; · = no result given; [ ] = remark or other dose. Random draw from the library; about 3.6% have a hit in one of these screens.

SMILES	Calpain2 inh	L929 necroptosis	Rad51 HR inh	Mdm2 ligase inh	TNF necrop inh	eIF4E-4G inh	PERK inh	Cl transport mod	EBV gp42 block
CCCC1(CCC)NC(=O)N(CC(=O)Nc2cccc(OC)c2)C1=O	-11.0	0.0	-20.3	-3.7	-2.6	-7.7	0.7	-0.786	-8.7
O=S(=O)(Nc1ccc(Cc2ccncc2)cc1)N1CCCC1	-18.0	-0.3	6.2	-14.5	0.3	1.7	1.1	·	-22.1
CCOc1ccccc1NC(=S)N1C2CCC1CC(NC(=O)NC13CC4CC(CC(C4)C1)C3)C2 (configuration not stated)	-57.2	0.6	1.3	-4.7	-3.5	-1.5	0.0	-1.19	-3.8
O=C(Nc1ccccn1)c1cccnc1	-22.9	-0.3	10.4	2.8	-3.1	1.6	-1.6	·	0.1
NC(=O)c1ccc(/C(N)=N/S(=O)(=O)c2cc(C(F)(F)F)cc(C(F)(F)F)c2)cc1	13.6	2.0	21.1	-9.5	1.6	-3.0	1.9	0.0893	-8.3
CC(C)NS(=O)(=O)c1ccc(N2C(=O)c3ccccc3C2=O)cc1	4.0	0.3	0.1	-12.0	1.2	-0.1	1.3	0.293	-20.1
O=C(CC(=O)N/N=C/c1ccccc1)NCc1ccccc1	-1.2	0.9	-1.3	-8.7	-0.1	-2.1	0.3	-0.749	-3.6
CC12CCC(=O)N1C(C(=O)OCC(=O)Nc1cccc(Br)c1)CS2 (configuration not stated)	-0.8	1.6	·	-10.1	-0.6	1.8	-0.2	-0.0323	-3.0
O=C1C2C3C=CC(C3)C2C(=O)N1CCCCN1C(=O)C2C3C=CC(C3)C2C1=O (configuration not stated)	3.0	0.3	-4.0	-11.9	0.0	46.1*	-0.3	-0.234	6.2
COc1ccc(-n2cnc3sc(-c4ccccc4)cc3c2=O)cc1	-1.1	0.3	-5.7	-20.9	0.0	-38.6	-0.7	0.533	5.8
Cc1ccc(O)c(C(=O)c2cc(C#N)c(=O)n(-c3nccs3)c2)c1	-31.5	0.9	·	-1.5	-3.8	3.0	1.2	·	46.1
O=C(COC(=O)/C=C/c1ccccc1)Nc1ccccc1Br	15.3	1.3	-0.8	-10.2	2.0	3.4	0.4	-2.65	9.7
O=C(NNS(=O)(=O)c1ccccc1F)c1cc(-c2ccccc2)n[nH]1	-15.3	0.5	-4.2	-4.8	-1.2	-3.7	0.8	-0.0389	-1.0
CC(=O)N1CCN(CC(=O)Nc2sccc2C#N)CC1	-34.0	1.6	-0.6	-12.7	1.1	3.0	0.1	0.243	-0.5
COc1ccc(CCNC(=O)c2nnn(-c3ccc4c(c3)OCCO4)c2N)cc1OC	14.3	1.8	-2.4	-48.9	-0.4	2.5	-1.1	-0.561	-4.2
COc1ccc(S(=O)(=O)NCc2ccc(C(=O)N3CCN(c4ccccn4)CC3)cc2)cc1	10.2	6.6	-5.7	-11.3	0.7	-12.5	-0.6	·	-12.2
O=c1cc(Cn2ccnc2)c2cc3c(cc2o1)CCC3	-26.6	0.4	-7.1	4.7	-0.7	0.2	-0.7	·	-3.1
CCOC(=O)Nc1nnc(-c2cccc(OC)c2)s1	-153.9	0.0	-11.6	-6.0	-1.4	-2.8	-0.5	-0.152	-2.7
ON/C=N/C(=S)Nc1ncc(C(F)(F)F)cc1Cl	9.9	-0.3	-3.6	-15.5	-0.4	-10.0	1.0	24.6*	-14.0
Cc1ccc(NC(=O)Nc2ccnc(-c3cccnc3)n2)cc1	-25.6	0.3	-7.3	-38.6	-7.2	-1.3	1.3	·	-4.2
COCC(C)NC(=S)Nc1ccccc1[N+](=O)[O-] (configuration not stated)	6.7	-0.3	-1.9	-33.0	-0.1	0.6	0.1	2.13	-16.7
CCCc1ccc(OCC(=O)Nc2cc(S(=O)(=O)CC)ccc2O)cc1	-39.0	10.8	0.2	4.1	0.6	-4.7	0.1	-0.909	-8.0
O=C(CSc1nc2ccc(Cl)cc2[nH]1)NCCc1ccc(Cl)cc1	-1.1	0.2	3.5	-7.7	0.3	-4.3	0.4	·	-2.0
O=c1c2ccccc2nc(-c2ccccc2)n1CCN1CCOCC1	-20.9	-0.4	4.3	-4.6	0.2	-11.8[fluorescence artefact?]	0.7	1.36	-12.1
CCCc1nc2ccccc2c(C(=O)OC(C)C(=O)NCc2ccc3c(c2)OCO3)c1CC (configuration not stated)	19.1	0.7	2.6	-0.1	6.5	2.8	-0.8	-0.543	12.8

Complete entries, looked up by structure. Values in the order: Calpain2 inh | L929 necroptosis | Rad51 HR inh | Mdm2 ligase inh | TNF necrop inh | eIF4E-4G inh | PERK inh | Cl transport mod | EBV gp42 block
CCCc1ccc(OCC(=O)Nc2cc(S(=O)(=O)CC)ccc2O)cc1 in the list: -39.0 | 10.8 | 0.2 | 4.1 | 0.6 | -4.7 | 0.1 | -0.909 | -8.0
O=S(=O)(Nc1ccc(Cc2ccncc2)cc1)N1CCCC1 in the list: -18.0 | -0.3 | 6.2 | -14.5 | 0.3 | 1.7 | 1.1 | · | -22.1
COCC(C)NC(=S)Nc1ccccc1[N+](=O)[O-] (configuration not stated) in the list: 6.7 | -0.3 | -1.9 | -33.0 | -0.1 | 0.6 | 0.1 | 2.13 | -16.7
COc1ccc(-n2cnc3sc(-c4ccccc4)cc3c2=O)cc1 in the list: -1.1 | 0.3 | -5.7 | -20.9 | 0.0 | -38.6 | -0.7 | 0.533 | 5.8
COc1ccc(S(=O)(=O)NCc2ccc(C(=O)N3CCN(c4ccccn4)CC3)cc2)cc1 in the list: 10.2 | 6.6 | -5.7 | -11.3 | 0.7 | -12.5 | -0.6 | · | -12.2

Additional compounds
SMILES	Calpain2 inh	L929 necroptosis	Rad51 HR inh	Mdm2 ligase inh	TNF necrop inh	eIF4E-4G inh	PERK inh	Cl transport mod	EBV gp42 block
O=C(Nc1nc2ccccc2[nH]1)c1cccc(S(=O)(=O)N2CCOCC2)c1	12.4	0.7	-15.4	-3.0	2.6	14.2[fluorescence artefact?]	-0.4	-0.264	-24.0
CC1(C)CC(=O)C(CC(=O)Nc2cc(C(F)(F)F)ccc2Cl)C(=O)C1	-2.3	1.2	·	-9.9	0.7	-1.1	0.1	-0.489	-9.6
Cn1c(N)c(C(=O)COC(=O)C2CC(O)CN2S(=O)(=O)c2ccc(Cl)cc2)c(=O)n(C)c1=O (configuration not stated)	-12.0	-0.5	4.4	·	-0.7	-5.2	1.1	0.031	-16.4
CC#CCN(CC#CC)S(=O)(=O)c1ccc(-n2cnnn2)c(OC)c1	-10.1	-0.3	-8.1	-6.0	-2.8	-0.4	0.3	1.43	-7.0
N#Cc1sc(C(N)=O)c(-c2ccccc2)c1-c1ccccc1	-2.3	-0.6	3.4	-4.4	0.0	-2.0	0.4	5.14*	-7.9
O=C1NC(=O)/C(=C/c2ccccc2OCc2ccccc2)S1	-2.4	36.2	-4.8	-3.2	-0.2	1.7	1.5	-5.68*	-1.6
CC(=O)Nc1ccc(N2CCOCC2)c([N+](=O)[O-])c1	-24.4	0.2	10.7	-25.3	-0.3	-6.2	0.6	0.259	-11.9
CCN1C(=O)c2ccc(C(=O)O)cc2C1=O	8.1	-0.2	6.7	-12.9	-0.5	1.2	-1.2	0.179	5.6
CCOC(=O)c1c(NC(=S)Nc2ccccc2C)sc2c1CCC2	10.6	-0.4	5.6	-7.5	-0.1	-0.9	-0.5	-0.787	-3.9
CCC(C)NS(=O)(=O)c1ccc(NC(C)=O)cc1 (configuration not stated)	-17.2	1.1	1.8	7.9	0.7	1.6[fluorescence artefact?]	-0.4	-0.125	-10.6
CCNC(=O)/C(=C\C=C\c1ccccc1)NC(=O)c1ccc(Br)o1	9.5	0.1	·	15.5	0.8	1.4[fluorescence artefact?]	-0.6	0.476	-6.7
CC1CCc2nc(NC(=O)C3CC3)sc2C1 (configuration not stated)	-3.0	78.0*	17.0	-14.8	-0.1	-0.1	-0.6	0.654	-12.0
CC(C)CC(=O)Nc1ccccc1N1CCN(c2ccccc2)CC1	20.0	4.1	-4.3	-17.6	-0.2	-1.4	-0.9	-0.487	1.5
Cc1cccc(NC(=O)C2(C)CC3c4ccccc4C2c2ccccc23)c1 (configuration not stated)	11.1	0.5	-0.1	-20.5	-2.5	1.1	1.0	1.09	-3.5
C[n+]1nc(Nc2cccc3ccccc23)sc1-c1ccc(C(=O)O)cc1	-27.0	0.0	·	17.5	2.5	-7.8	·	-1.55	-17.7
O=C(CSc1nnc(-c2ccccc2)n1Cc1ccco1)NCc1ccc2c(c1)OCO2	11.9	-0.9	-8.3	-10.8	0.1	18.7	-1.0	-0.588	9.1
COc1ccc(C(=O)O)cc1S(=O)(=O)N(CCc1ccccc1)Cc1ccccc1	4.9	1.5	2.9	-18.0	6.1	1.1	0.6	-1.25	-12.4
CC1(C)CC(=O)c2cc(N=C/C(C(=O)c3ccccc3)=C(\O)c3ccccc3)c(=O)oc2C1	-23.2	1.8	7.9	-3.7	-1.0	0.2	0.4	1.24	2.6
O=S(=O)(O)c1ccc(N2N=C(c3ccccc3)CC2c2ccccc2)cc1 (configuration not stated)	i	1.3	-2.1	-11.9	2.0	5.1	0.8	0.0076	-3.9
CCOC(=O)C1CCN(C(=O)CSc2ccc(Cl)cc2)CC1	33.1	-0.1	2.8	-8.7	-0.4	1.4	-0.3	-0.0939	5.9
CCOC(=O)c1c(C)[nH]c(C(=O)CSc2nnc(Nc3ccccc3F)s2)c1C	-38.4	0.4	-11.2	-0.4	1.1	1.1	-0.2	-0.646	1.6
CCCSc1ccc(-c2nn(-c3ccccc3)cc2/C=C(/C#N)C(=O)N2CCOCC2)cc1	-2.2	1.2	23.4	10.1	0.5	8.0[fluorescence artefact?]	-0.5	0.445	-14.8
CCc1n[nH]c(=S)n1/N=C/c1cc(Br)c(O)c(OC)c1	-18.0	1.1	·	-4.9	2.1	-5.5	0.9	0.898	-11.4
Nn1c(SCC(=O)Nc2ccc(S(N)(=O)=O)cc2)nnc1C(F)(F)F	3.6	0.2	9.1	-11.0	-0.1	-3.5	-1.3	1.35	-3.2
CC(C)c1ccc(O)c(NC(=S)NC(=O)c2cccnc2)c1	11.7	-0.7	-20.3	-13.9	-5.2	-1.8	-0.4	-0.0386	6.1
Cc1csc2ncc(C(=O)N3c4ccccc4CC3C)c(=O)n12 (configuration not stated)	-10.0	-0.1	3.3	-13.3	-1.7	1.7	0.5	·	-13.1
Cc1ccnc(NC(=O)CCC(=O)N(CC(=O)NC2CCCCC2)c2cccc(C)c2C)c1	20.2	-0.4	13.5	-16.2	-6.3	5.0	0.9	1.7	-8.3
Cc1cccc(OC(C)C(=O)N(Cc2cccs2)C2CCS(=O)(=O)C2)c1C (configuration not stated)	18.1	-0.4	4.0	-27.6	-5.2	-11.2	-1.0	-1.34	-4.9
